MITF primary: MITF inhibitors, primary screen, biochemical, AlphaScreen, human; AlphaScreen MITF homodimerization, bead proximity signal; inhibition, % at 2.6 µM; 650,000 tested, 0.91% active; AID 1259374, 2018; in the data active = inhibition above about 50%;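 also: 0% = vehicle wells with protein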
Target sequence (O75030 whole entry, looked up): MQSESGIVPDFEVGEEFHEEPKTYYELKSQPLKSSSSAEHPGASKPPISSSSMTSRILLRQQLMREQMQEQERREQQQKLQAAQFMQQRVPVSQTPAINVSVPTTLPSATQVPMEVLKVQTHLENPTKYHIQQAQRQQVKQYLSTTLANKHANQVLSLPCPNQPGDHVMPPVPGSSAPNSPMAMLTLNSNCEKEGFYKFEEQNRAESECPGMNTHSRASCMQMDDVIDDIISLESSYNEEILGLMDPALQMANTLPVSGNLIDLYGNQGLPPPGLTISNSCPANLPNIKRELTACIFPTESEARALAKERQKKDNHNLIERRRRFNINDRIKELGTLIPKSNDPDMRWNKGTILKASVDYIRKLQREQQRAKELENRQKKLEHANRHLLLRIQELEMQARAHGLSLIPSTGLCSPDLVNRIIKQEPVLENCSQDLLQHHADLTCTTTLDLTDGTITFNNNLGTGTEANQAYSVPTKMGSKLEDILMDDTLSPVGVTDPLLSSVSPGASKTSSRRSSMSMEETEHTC
FBW7 act: FBW7 E3 ligase activators, primary screen, biochemical, AlphaScreen, human | AlphaScreen FBW7–phospho-cyclin E peptide binding, activator screen | normalized activity (activation), % at 26.1 µM | 650,000 tested, 0.13% active | AID 1259310, 2017 | F-box/WD repeat-containing protein 7 (Homo sapiens), Q969H0; in the data active = normalized activity above about 1.9%;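 also: purified mutant Fbw7 with reduced substrate affinity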
TEAD-YAP block: TEAD-YAP interaction inhibition, primary screen, TEAD-YAP interaction inhibitor project, luminescence, HEK-TIYL cells; TEAD-Gal4/YAP UAS-luciferase luminescence; inhibition, % at 9.12 µM; 640,000 tested, 1.4% active; AID 1259422, 2018; in the data active = inhibition above about 32%;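 also: 0% = median of test compound wells and 100% = reference inhibitor wells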
GPR151 ag: activators of human GPR151, primary screen, cell-based, PathHunter beta-arrestin, luminescence; G-protein coupled receptor 151 (Homo sapiens), Q8TDV0; PathHunter beta-arrestin GPR151 cells; activation, % at 11.2 µM; 650,000 tested, 1% active; in the data active = activation above about 4.9%;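 also: 0% = median of compound wells and 100% = cells with positive control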
Target sequence (Q8TDV0 whole entry, looked up): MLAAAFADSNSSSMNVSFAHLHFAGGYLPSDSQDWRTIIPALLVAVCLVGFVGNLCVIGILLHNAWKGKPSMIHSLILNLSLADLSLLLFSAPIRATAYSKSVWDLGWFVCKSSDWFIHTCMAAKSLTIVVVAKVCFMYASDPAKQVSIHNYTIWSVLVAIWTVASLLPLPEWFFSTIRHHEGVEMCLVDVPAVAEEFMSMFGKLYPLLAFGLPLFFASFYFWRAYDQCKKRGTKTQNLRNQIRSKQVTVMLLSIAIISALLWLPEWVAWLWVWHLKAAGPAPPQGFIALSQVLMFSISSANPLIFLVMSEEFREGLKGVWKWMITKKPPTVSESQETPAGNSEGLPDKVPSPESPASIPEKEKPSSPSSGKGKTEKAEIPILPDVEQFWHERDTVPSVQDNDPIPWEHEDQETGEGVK
Starred values were filed as active, the others as inactive.

SMILES	MITF primary	FBW7 act	TEAD-YAP block	GPR151 ag
Cc1ccc(-c2cc(C(F)(F)F)n3nc(C(=O)N4CCCCC4)c(Cl)c3n2)cc1	-1	0.0	2	0.3
CC(=O)OCCCc1nc2ccccc2n1C(C)=O	-7	-0.1	5	-0.1
COc1ccc(OC)c(NC(=O)CCS(=O)(=O)c2cccs2)c1	5	0.0	2	-0.5
CC(=O)C(CCC(N)=O)c1ccccc1 (stereo unspecified)	-14	0.1	3	1.3
CCOC(=O)Oc1ccc2c(=O)c(Oc3cccc(C)c3)coc2c1	5	0.2	-29	1.2
Cc1cccc(OCC(=O)OCCCN=C2NS(=O)(=O)c3ccccc32)c1	-5	-0.1	-6	-0.2
Oc1ccc(NCc2c(F)cccc2Cl)cc1	-4	0.0	-20	0.7
CN(Cc1ccccc1)C(=O)CCN1C(=O)C2C3C=CC(C3)C2C1=O (stereo unspecified)	-13	0.0	0	-1.0
COC(=O)COc1cccc2c(=O)n(CC(=O)Nc3cccc(C(F)(F)F)c3)ccc12	-1	-0.2	2	0.4
COc1cc(/C=N/N(C)S(=O)(=O)c2ccc(C)cc2)cc([N+](=O)[O-])c1O	7	-0.1	6	-0.7
CCOC(=O)C1CCN(C(=O)CCn2c(=O)[nH]c3cc(OC)c(OC)cc3c2=O)CC1	10	0.2	-2	-0.3
CCN(c1ccccc1)S(=O)(=O)c1ccc(C(=O)Nc2ccc(C(C)=O)cc2)cc1	8	2.3*	7	2.8
COc1cccc(C2=N/C(=C\c3cc(Br)ccc3OC)C(=O)O2)c1	7	0.0	1	0.5
CCN(CC)C1CCN(C(=O)CCc2nnc(COc3ccccc3)o2)C1 (stereo unspecified)	10	0.3	4	0.2
O=C(COC(=O)COc1ccc2c3c(c(=O)oc2c1)CCC3)Nc1cccc([N+](=O)[O-])c1	16	0.2	-2	-1.8
Cc1nc(CCNC(=O)Cn2nnnc2CN2CCC(C)CC2)nc2c1CCCC2	12	0.0	6	-0.2
Cc1ccc(CN2CCN(C3CCC3)CC2CCO)o1 (stereo unspecified)	-10	-0.1	15	1.9
CCOC(=O)Nc1ccc(Br)cc1C(NCC(=O)OC)c1ccccc1 (stereo unspecified)	17	0.1	-4	-1.2
O=C1OC(c2ccc(Cl)c(Cl)c2)=N/C1=C\c1cccc([N+](=O)[O-])c1	-1	-0.1	-9	0.1
CCC(Sc1nnnn1-c1ccccc1)C(=O)N1c2ccccc2Sc2ccccc21 (stereo unspecified)	18	0.3	4	-0.7
O=[N+]([O-])c1cccc(NC(=S)NCCn2cc(Cl)cn2)c1	0	-0.2	-5	-0.4
Cc1ccc(C(C)C)c(OCC(=O)NN2C(=O)c3ccccc3C2=O)c1	12	0.0	12	-0.5
Cn1cnn(CN2CCN(C=O)CC2)c1=S	7	0.0	2	-0.2
Cc1nnc(SCC(=O)Nc2ccc(-c3nc4ccccc4s3)cc2)s1	-11	-0.3	-31	-1.2
CSc1c(C#N)c(N)c(C#N)c2c1COC(C)(C)C2	3	0.0	-8	1.3
O=C(NCCCN1CCCCC1)C1CC(=O)N(C2CCCCCC2)C1 (stereo unspecified)	2	0.3	5	0.5
COc1ccc(N=Cc2nc(-c3ccc([N+](=O)[O-])cc3)oc2O)cc1Cl	2	0.0	9	-0.7
CCOC(=O)c1cnn2c(C)c(Cc3ccc(Cl)nc3)c(C)nc12	1	-0.1	-2	-0.5
COc1ccccc1CN(Cc1cc2cc(C)ccc2n2nnnc12)C(=O)C1CC1	5	-0.1	3	-0.1
O=C1CC(n2nnn(-c3cccc(Cl)c3)c2=S)C2COC1O2 (stereo unspecified)	11	0.1	0	-0.3
Oc1ccc(-c2cn3c4ccccc4n(CCN4CCOCC4)c3n2)cc1	12	-0.1	4	0.1
CCOC(=O)CSc1nc(C)cc(C)c1C(N)=O	14	0.1	0	1.7
COC(=O)CCN(C(=O)c1ccc(Cl)c([N+](=O)[O-])c1)c1ccccn1	24	0.1	-8	-0.7
Cc1cccc(NC(=O)c2cc(-c3ccccc3)nc3c(C)cccc23)c1	5	0.0	-14	0.3
COc1cccc(-c2cnc(C(F)(F)F)nc2C2CCN(C(=O)c3ccccn3)CC2)c1	17	0.0	-8	1.2
FC(F)(F)c1cccc(-c2noc(/C=C/c3ccc(Br)cc3)n2)c1	4	-0.1	-2	-0.6
COc1ccc(C(CC(=O)NCc2ccc(C)cc2)NS(=O)(=O)c2ccc(C)cc2)cc1 (stereo unspecified)	3	0.1	10	-1.7
C/C(CC(=O)Nc1ccc(Cl)cc1C)=N\NC(=O)Cc1ccc([N+](=O)[O-])cc1[N+](=O)[O-]	9	-0.1	3	1.2
COc1cc(NC(=O)Nc2ccc(C)cc2)cc(OC)c1	8	-0.1	-15	1.0
CNC(=O)CSc1nc2c(c(=O)n1C)SC(C)C2 (stereo unspecified)	6	-0.1	-9	-0.4
NC(=O)c1cc2c(ccc3ccccc32)oc1=Nc1ccc(C(=O)c2ccccc2)cc1	-3	0.0	2	-0.2
CNC(=S)NNC(=O)c1ccccc1Br	11	0.6	2	-0.6
N#C/C(=C\c1ccc([N+](=O)[O-])cc1)C(=O)Nc1cccc2ncccc12	-6	0.0	3	3.0
COc1ccc(S(=O)(=O)N2CC=C(C(=O)NCc3ccc(C)cc3)CC2)cc1	1	0.0	-7	-0.3
c1ccc2nc(CN3CCc4nncn4CC3)ccc2c1	3	-0.1	-5	0.2
CN(C(=O)CN1C(=O)NC(C)(c2cccc(Br)c2)C1=O)C1CCCCC1 (stereo unspecified)	6	0.2	-4	1.3
CC(C)COc1ccc(N)cc1OCC(C)C	4	0.2	15	-1.8
CC(C)NC(=O)c1cc(-c2ccccc2)nc2ccccc12	7	-0.2	8	1.4
CC(=O)C1=C(O)C(=O)N(CCCN2CCOCC2)C1c1ccccc1 (stereo unspecified)	-16	0.0	0	-0.4
CCOc1ccc(C(=O)Nc2c3c(nn2-c2ccc(OC)cc2)CS(=O)(=O)C3)cc1	7	-0.1	-1	0.7
CC1=C(C(=O)Nc2ccccc2)C(c2ccccc2)C(C#N)=C(SCc2ccccc2)N1 (stereo unspecified)	11	0.3	11	-1.0
COc1ccc(NC(=O)C2CC(=O)N(c3ccc(C)cc3)C2)cc1Cl (stereo unspecified)	6	0.1	6	-1.2
O=C(COc1ccc(Cl)cc1)Nc1n[nH]c(=S)s1	12	0.0	-4	0.0
CN(CC(=O)NC1CCCC1)S(=O)(=O)c1ccc2c(c1)c(=O)n(C)c(=O)n2C	10	-0.1	9	-0.1
O=C(NCC1CCCO1)c1ccc2c(=O)n(Cc3ccc4c(c3)OCO4)c(=S)[nH]c2c1 (stereo unspecified)	14	0.0	8	-0.2
O=C(CNC(=O)c1ccco1)N/N=C/c1ccccc1OC(=O)c1ccc([N+](=O)[O-])cc1	-2	0.0	1	0.6
CC1CCC2(CC1)NC(=O)N(Cc1cccc3ccccc13)C2=O (stereo unspecified)	-10	0.0	3	-0.2
CC1=C/C(=C/c2ccc(-c3ccc(C)cc3)o2)C(=O)O1	7	0.5	-3	1.0
C=CCOc1ccc(/C=C2\SC(=Nc3ccccc3)N(Cc3ccccc3)C2=O)cc1	10	0.0	2	-0.6
CCOc1cc(/C=N/NC(=O)C(=O)Nc2ccc(F)cc2)ccc1O	2	0.2	3	0.1
Going on with the list:
SMILES	MITF primary	FBW7 act	TEAD-YAP block	GPR151 ag
COC(=O)c1c(NC(=O)CSc2ncnc3sc4c(c23)CCCC4)sc(Br)c1-c1ccccc1	12	0.1	2	0.1
COc1ccc(-c2nn(-c3ccccc3)cc2/C=C2/NC(=S)N(c3ccccc3)C2=O)cc1OC	6	0.0	-4	0.2
Oc1ccc(-c2nc3cnccn3c2NC2CCCCC2)c(O)c1	0	-0.2	-15	-0.1
CCCC(=O)NC(=S)Nc1cccc(-c2nc3ncccc3o2)c1	5	0.0	1	-0.5
CCc1nnc(NC(=O)CSc2nc3c(C)ccc(C)c3cc2C#N)s1	10	0.0	3	0.0
COc1cc(Nc2ncnc3c2nc(Nc2cc(OC)c(OC)c(OC)c2)n3C(C)C)cc(OC)c1OC	-4	0.0	-5	0.1
Cc1ccc2cc(CN(CCCO)S(=O)(=O)c3cccc4nsnc34)c(=O)[nH]c2c1	-10	-0.2	-11	0.4
CCS(=O)(=O)c1ccc2oc(=O)c(/C=C(\O)c3oc(C)nc3C)nc2c1	10	-0.1	0	0.3
O=C(Nc1ccc(Oc2ccccc2)cc1)c1ccc(F)c(S(=O)(=O)N2CCCCC2)c1	5	-0.1	37*	0.1
COc1ccc(-c2cc(-c3ccccc3)c(C#N)c(N)c2C#N)cc1OC	-25	0.0	9	-0.9
COc1ccc(S(=O)(=O)N(CC(=O)Nc2cccc3ccccc23)c2ccc(C)cc2)cc1	13	-0.1	3	0.7
CC(=O)NCCNC(=S)Nc1ccc(C)cc1	13	0.3	2	0.5
COc1ccccc1N(C(=O)Nc1ccccc1)C1=NCCC1	-2	-0.2	-1	-1.3
CCOCCCNC(=O)c1ccc(Cl)c(NC2=NC3CS(=O)(=O)CC3S2)c1 (stereo unspecified)	12	0.4	-2	-0.4
COc1cc2ccccc2cc1C(=O)Nc1ccc(NC(=O)c2ccc(C(C)(C)C)cc2)cc1	18	0.8	4	-0.1
Cc1ccc2c(c1)-c1c(cnn1CC(=O)NCCCN1CCCC1=O)CO2	-8	0.1	-2	-0.2
COc1ccc2cc(N=Cc3nc(-c4cccc5ccccc45)oc3O)cnc2c1	5	0.0	6	2.7
COc1ccc(O)c(CN2CCc3nnc(C(NC(=O)c4ccoc4)C(C)C)n3CC2)c1 (stereo unspecified)	8	0.1	-4	3.3
CSc1cccc(NC(=O)C2C3C=CC4(O3)C2C(=O)N(CC2COc3ccccc3O2)C4C(=O)NC2CCCCC2)c1 (stereo unspecified)	-4	0.0	-6	0.5
O=C(NCc1cccnc1)c1cc(-c2ccc3c(c2)OCO3)on1	-2	-0.1	-16	0.0
Clc1ccc(-n2cc(-c3ccccc3)c3c(NCCC(c4ccccc4)c4ccccc4)ncnc32)cc1	14	1.1	-1	1.8
CC(C)c1ccc(NC(=O)c2cc(S(=O)(=O)N3CCCCC3C)ccc2F)cc1 (stereo unspecified)	-4	-0.1	-6	-1.4
Nn1c(SCC(=O)NC2CCCCC2)nnc1-c1ccc(Cl)cc1	-9	-0.1	-4	2.9
O=C1C(=O)N(CNc2ccccc2)c2ccccc21	10	0.0	-2	0.4
Cc1ccc(NC(=O)Cn2cnc3ccccc3c2=O)cc1	-6	0.0	-2	1.2
COc1ccc(S(=O)(=O)NCc2cccs2)cc1	-10	-0.1	-6	1.2
O=C1NC2(CCN(C(=O)CCn3cnc4ccccc43)CC2)Oc2ccccc21	-4	0.0	-4	-0.5
Cc1ccc(OC(=O)N2CCN3C(=O)[C@H](CCCCN)NC(=O)[C@H]3C2)cc1	5	0.1	5	0.7
Brc1ccc(-c2nnc3n2CCCCC3)cc1	-10	-0.1	-8	-0.6
NC(=O)CSc1nc(-c2ccccc2)nc2c1CCCC2	-5	-0.1	5	-0.2
COc1ccc(NC(=O)c2sc3ncn(Cc4cccc(F)c4)c(=O)c3c2C)cc1OC	-3	0.1	-2	-0.4
O=C(NCc1ccccc1)c1cc(N2CCCCC2)nc2ccccc12	-2	0.5	-12	0.1
COc1ccccc1N(CC(O)Cn1ccnc1C)S(=O)(=O)c1ccc(C)cc1 (stereo unspecified)	8	0.3	-2	2.2
CCOC(=O)C1=C(C)N=c2s/c(=C\c3ccc(OC)cc3)c(=O)n2C1c1ccc(C(C)C)cc1 (stereo unspecified)	-4	0.0	-9	-1.0
CCOC(=O)C(=O)NCC1COc2ccccc2O1 (stereo unspecified)	-9	-0.1	2	0.9

Ordered by length of the SMILES (largest number first): part of the list above.
SMILES	MITF primary	FBW7 act	TEAD-YAP block	GPR151 ag
CSc1cccc(NC(=O)C2C3C=CC4(O3)C2C(=O)N(CC2COc3ccccc3O2)C4C(=O)NC2CCCCC2)c1 (stereo unspecified)	-4	0.0	-6	0.5
CCOC(=O)C1=C(C)N=c2s/c(=C\c3ccc(OC)cc3)c(=O)n2C1c1ccc(C(C)C)cc1 (stereo unspecified)	-4	0.0	-9	-1.0
Clc1ccc(-n2cc(-c3ccccc3)c3c(NCCC(c4ccccc4)c4ccccc4)ncnc32)cc1	14	1.1	-1	1.8
Cc1ccc(OC(=O)N2CCN3C(=O)[C@H](CCCCN)NC(=O)[C@H]3C2)cc1	5	0.1	5	0.7
CC(C)c1ccc(NC(=O)c2cc(S(=O)(=O)N3CCCCC3C)ccc2F)cc1 (stereo unspecified)	-4	-0.1	-6	-1.4
O=C1NC2(CCN(C(=O)CCn3cnc4ccccc43)CC2)Oc2ccccc21	-4	0.0	-4	-0.5
O=C(NCc1cccnc1)c1cc(-c2ccc3c(c2)OCO3)on1	-2	-0.1	-16	0.0
O=C(NCc1ccccc1)c1cc(N2CCCCC2)nc2ccccc12	-2	0.5	-12	0.1
Cc1ccc(NC(=O)Cn2cnc3ccccc3c2=O)cc1	-6	0.0	-2	1.2
NC(=O)CSc1nc(-c2ccccc2)nc2c1CCCC2	-5	-0.1	5	-0.2
O=C1C(=O)N(CNc2ccccc2)c2ccccc21	10	0.0	-2	0.4
COc1ccc(S(=O)(=O)NCc2cccs2)cc1	-10	-0.1	-6	1.2
CCOC(=O)C(=O)NCC1COc2ccccc2O1 (stereo unspecified)	-9	-0.1	2	0.9
Brc1ccc(-c2nnc3n2CCCCC3)cc1	-10	-0.1	-8	-0.6

Only FBW7 act, for 2 of the compounds above:
compound	FBW7 act
NC(=O)CSc1nc(-c2ccccc2)nc2c1CCCC2	-0.1
CCOC(=O)C1=C(C)N=c2s/c(=C\c3ccc(OC)cc3)c(=O)n2C1c1ccc(C(C)C)cc1 (stereo unspecified)	0.0

Source: PubChem
